Source: PubChem BioAssay (National Center for Advancing Translational Sciences (NCATS))
POLK inh: qHTS for Inhibitors of Polymerase Kappa; DNA polymerase kappa (Homo sapiens), Q9UBT6; AID 588579, 2011; Potency, µM (top dose mostly 107 µM), inactives show at the top dose activity, negative = inhibition, most hits filed as inhibitors; hit rate 0.53% among 400,000; purified Pol kappa, fluorescent DNA synthesis assay, 10 min; also: potency is read from the fitted curve at half-maximal effect; % is scaled to controls: 0 for no effect and ±100 for the full control effect
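Here, compound and 10 nM enzyme are combined for 15 min at room temperature; adding 50 nM substrate (final) starts DNA synthesis, tracked by fluorescence at 0 and 10 min against buffer-only wells.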
ALOX12 inh: Primary qHTS assay for inhibitors of human arachidonate 12S-lipoxygenase (ALOX12): Round 2; AID 1671190, 2021; Polyunsaturated fatty acid lipoxygenase ALOX12 (Homo sapiens), P18054; purified 12hLO, xylenol orange hydroperoxide absorbance; Potency, µM (titrated, usually from 108 µM), for the others: at the highest dose activity change, negative = inhibition, most hits filed as inhibitors; hit rate 1.1% among 580,000; also: potency is read from the fitted curve at half-maximal effect; % is scaled to controls: 0 for no effect and ±100 for the full control effect
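Purified human 12hLO (150 nM final) in 25 mM Hepes, 0.01% Triton X-100, pH 7.0 was preincubated 15 min at room temperature with compound. Then 40 uM arachidonic acid was added, 30 min. Hydroperoxide was read by Fe-XO absorbance ratio 573/405 nm.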
APE1 inh: qHTS Assay for Inhibitors of the Human Apurinic/apyrimidinic Endonuclease 1 (APE1); DNA repair nuclease/redox regulator APEX1 (Homo sapiens), P27695; recombinant APE1, TAMRA/BHQ-2 abasic DNA cleavage fluorescence; Potency, µM (highest dose often 65.8 µM), without a hit: at the highest dose activity change, negative = inhibition, actives largely listed as inhibitors; hit rate 0.35% among 350,000; AID 2517, 2012;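 also: potency is read from the fitted curve at half-maximal effect; plate controls were vehicle for no effect and reference inhibitor for full effect; nearly all actives have a fitted effect of over 55% in size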
Target sequence (P27695 whole entry, looked up): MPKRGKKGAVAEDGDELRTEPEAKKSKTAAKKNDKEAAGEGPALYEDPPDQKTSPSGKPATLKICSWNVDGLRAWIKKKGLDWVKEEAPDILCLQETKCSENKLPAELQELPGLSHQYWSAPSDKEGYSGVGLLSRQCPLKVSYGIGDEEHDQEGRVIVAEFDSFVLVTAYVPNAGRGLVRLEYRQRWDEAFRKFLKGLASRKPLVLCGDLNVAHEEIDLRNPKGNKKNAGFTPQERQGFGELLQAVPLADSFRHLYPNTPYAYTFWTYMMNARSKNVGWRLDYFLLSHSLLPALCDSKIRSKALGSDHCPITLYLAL
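Compound pre-exposure to 0.75 nM APE1, 15 min at ambient temperature. Reaction initiated with 50 nM TAMRA/BHQ-2 THF substrate, read immediately in kinetic mode, 525 nm excitation, 598 nm emission.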
Pol beta inh: qHTS Assay for Inhibitors of DNA Polymerase Beta; P06746; Pol beta primer extension/strand displacement, fluorescence kinetic; Potency, µM (series often up to 114 µM), for inactives: top-dose activity change, negative = inhibition, most hits filed as inhibitors; hit rate 1.3% among 340,000; AID 485314, 2010; also: potency is read from the fitted curve at half-maximal effect; % is scaled to controls: 0 for no effect and ±100 for the full control effect
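Reaction started by 50 nM substrate onto compound-treated Pol beta (10 nM, 15 min preincubation, room temperature); plates read at 0 min and 10 min. Normalized concentration-effect data fitted by four-parameter Hill equation.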
Anesthetic bind: qHTS Assay for Identification of Novel General Anesthetics. Potency, µM (titrated, usually from 77.5 µM), for inactives: at the top dose activity change, negative = displacement, hits mostly inhibitors. hit rate 0.074% among 350,000. apoferritin/1-aminoanthracene competitive binding, fluorescence. AID 485281, 2010; also: potency is read from the fitted curve at half-maximal effect; % is scaled to controls: 0 for no effect and ±100 for the full control effect; nearly all actives have a fitted effect of over 20% in size
Target sequence (P02791 2-175 limits assumed): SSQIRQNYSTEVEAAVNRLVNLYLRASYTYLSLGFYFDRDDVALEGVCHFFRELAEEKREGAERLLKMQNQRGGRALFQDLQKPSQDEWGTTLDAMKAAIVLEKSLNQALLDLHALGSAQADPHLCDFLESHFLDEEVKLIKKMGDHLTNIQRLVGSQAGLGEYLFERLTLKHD
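Probe: 1-aminoanthracene (50% saturated, PBS). Protein: horse-spleen apoferritin, 10 uM. Incubation: 10 min, room temperature. Detection: 380 nm excitation, 535 nm emission. Analysis: normalized response, four-parameter Hill.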
POLI inh: qHTS for Inhibitors of Polymerase Iota; DNA polymerase iota (Homo sapiens), Q9UNA4; Pol iota fluorescent replication assay, 10 min; Potency, µM (series often up to 115 µM), without a hit: at the top dose activity, negative = inhibition, hits mostly inhibitors; hit rate 1% among 390,000; AID 588590, 2011; also: potency is read from the fitted curve at half-maximal effect
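Fluorescent replication assay read twice, at 0 min and 10 min after adding 50 nM (final) substrate. Enzyme (10 nM) and compounds were first incubated 15 min at room temperature; enzyme-free buffer wells were negative controls.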
BLM inh: qHTS Assay for Inhibitors of Bloom's syndrome helicase (BLM) | AID 2528, 2010 | Potency, µM (top dose mostly 56.1 µM), for the others: top-dose activity change, negative = inhibition, hits mostly inhibitors | hit rate 0.2% among 350,000 | recombinant BLM DNA unwinding, fluorescence dequenching;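 also: potency is read from the fitted curve at half-maximal effect; plate controls were vehicle for no effect and no enzyme for full effect; nearly all actives have a fitted effect of over 35% in size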
ERG Ets-DNA blk: qHTS for Small Molecule Inhibitors of the ERG Ets/DNA interaction; Potency, µM (highest dose often 76.9 µM), inactives show at the highest dose FP activity, negative = inhibition, hits mostly inhibitors; fluorescence polarization, His-ERG Ets domain / labelled DNA; AID 624246, 2012; hit rate 0.028% among 370,000; active = well fitted inhibition curve with a large enough effect in the polarisation, with a control signal flat; inconclusive = small, poorly fitted or top-dose-only effect, or effect the other way, or a change in a side signal; inactive = no such curve, though single readings can be large or run the other way; the % refers to the polarisation;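 also: polarization taken with two DNA probes labelled with fluorescein and Texas red; potency is read from the fitted curve at half-maximal effect; % of control where 0% means no effect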
Target sequence (P11308 whole entry, looked up, the tested form may be a part): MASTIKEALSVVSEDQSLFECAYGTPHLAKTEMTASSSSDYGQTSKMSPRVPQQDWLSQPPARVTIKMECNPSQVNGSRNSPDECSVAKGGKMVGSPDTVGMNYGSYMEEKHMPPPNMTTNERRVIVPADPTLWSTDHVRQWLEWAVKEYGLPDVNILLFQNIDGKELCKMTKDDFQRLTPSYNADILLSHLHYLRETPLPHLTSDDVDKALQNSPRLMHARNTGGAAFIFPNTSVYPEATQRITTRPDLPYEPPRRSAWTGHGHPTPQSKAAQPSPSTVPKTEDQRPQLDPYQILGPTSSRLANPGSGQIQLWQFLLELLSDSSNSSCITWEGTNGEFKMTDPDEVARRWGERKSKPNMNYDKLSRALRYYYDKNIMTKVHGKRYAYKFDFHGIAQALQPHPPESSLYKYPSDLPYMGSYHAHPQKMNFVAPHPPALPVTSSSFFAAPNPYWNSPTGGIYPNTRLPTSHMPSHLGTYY
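His-tagged ERG Ets domain (1 uM in the protein solution; 300mM KCl, 50mM Tris-HCl, 1mM EDTA, 1mM DTT, pH 7.5) received compound, then a probe mix of 5 nM fluorescein-DNA and 100nM Texas-615-DNA. Fluorescence polarization was read for both dyes.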
TRHR ag: qHTS for Small Molecule Agonists and Allosteric Enhancers of Human TRH Receptor: Primary Screen for Agonists. Thyrotropin-releasing hormone receptor (Homo sapiens), P34981. TRHR cells, calcium flux fluo-8, FDSS agonist mode. activation, % at 2 µM. hit rate 0.18% among 360,000; in the data active = activation above about 30%; also: 0% is about no effect
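In this calcium-flux screen, cells bearing human TRHR are dye-loaded with fluo-8, baselined for 10 cycles, then exposed to library compounds; positive kinetic calcium responses during the agonist phase mark hits, with TRH as control.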
* hit, by the source's call; ? = inconclusive; . = no result given; & = joins results of further samples; [ ] = remark or other dose. Unless noted, calls follow the shape of the dose curve; as a rule, active = well fitted curve in the direction sought with a large enough effect; inconclusive = small, poorly fitted or top-dose-only effect, or another doubt; inactive = no such curve, though single readings can be large; an effect the other way counts as inactive or inconclusive.

| canonical_smiles | POLK inh | ALOX12 inh | APE1 inh | Pol beta inh | Anesthetic bind | POLI inh | BLM inh | ERG Ets-DNA blk | TRHR ag |
| --- | --- | --- | --- | --- | --- | --- | --- | --- | --- |
| Cc1ccc(NS(=O)(=O)c2c(C)[nH]c(C)c2C(=O)N2CCCCC2)cc1Cl | 1.5% | ? | 61.2%[activator] | -8.1% | -11.0% | 10.6% | -3.9% | 1.5% | 0.2 |
| O=C(NCc1cccs1)c1ccncc1 | -5.3% | 24.7% | 0.7% | -25.1% | -0.3% | 20.8% | 0.7% | -2.6% | -0.6 |
| O=C(O)CC(NS(=O)(=O)c1ccc(Cl)s1)c1ccccc1 (configuration not stated) | 2.3% | -6.5% | . | 21.9% | -1.6% | 19.3% | 3.6% | 4.1% | 1.7 |
| CCCN(CCC)C(=O)C1c2ccccc2Oc2ccccc21 | -7.8% | 11.9% | -4.5% | 1.4% | -17.0% | -8.5% | -0.1% | -4.8% | -0.7 |
| O=C(NCc1ccccc1)C(c1ccncc1)N(C(=O)c1csnn1)C1CC1 (configuration not stated) | 2.4% | -10.0% | 0.1% | -2.8% | -8.3% | -6.6% | 0.0% | 1.4% | -0.2 |
| Cc1ccc(C(=O)Cn2nnc3c(sc4nc5c(c(-c6ccccc6)c43)CCC5)c2=O)cc1 | -15.2% | 3.6% | 13.2% | 7.4% | -18.8% | 7.0% | -6.7% | -0.2% | 1.1 |
| O=C1c2cccnc2C(Nc2ccc(S(=O)(=O)N3CCCCC3)cc2)N1Cc1ccccc1 (configuration not stated) | -0.4% | -20.0% | 1.3% | -1.1% | -5.9% | 9.3% | -6.8% | 0.7% | -0.5 |
| O=C(O)c1ccc(COc2c(F)c(F)cc(F)c2F)cc1 | 0.5% | -26.8% | -0.1% | 3.5% | 3.5% | -9.8% | 0.0% | 11.6% | 0.7 |
| CCNC(=O)CC1C(=O)N(c2ccccc2)C(=O)N1Cc1ccc(OC)cc1 (configuration not stated) | -7.7% | ? | 0.8% | ? | -1.9% | 15.9% | -0.8% | 5.8% | 1.1 |
| CC(C)COc1ccc(CNC(=S)Nc2ccccc2)cc1Cl | -1.8% | 31.6µM* | 1.1% | -17.1% | -13.1% | -5.8% | -16.4% | -4.4% | 0.6 |
| Cn1c(N)c(C(=O)CSc2nnc(-c3ccccc3F)n2N)c(=O)n(C)c1=O | -0.1% | -11.8% | 10.5% | -12.2% | 5.5% | 24.1% | -1.6% | -1.0% | -1.0 |
| C=CCNc1nc2c(c(=O)n(C)c(=O)n2C)n1Cc1ccc(F)cc1 | -1.4% | 14.7%&7.8% | -1.4% | 0.8% | 3.0% | 6.0% | 0.0% | 13.0% | -0.9 |
| CCCn1c(NC(=O)C23CC4CC(CC(O)(C4)C2)C3)nc2ccccc21 | 3.6% | 5.9% | -0.5% | -0.8% | -23.6% | 29.3% | -3.5% | 7.3% | -1.0 |
| O=C(CNC(=S)N(CCCN1CCOCC1)Cc1cccs1)NCCN1CCOCC1 | -14.0% | -9.2% | -0.4% | 1.8% | -2.8% | 120.8%[activator] | -9.1% | 3.6% | 0.1 |
| COc1cccc(-c2cc(C(F)(F)F)n3ncc(C(=O)NCC4CCCO4)c3n2)c1 (configuration not stated) | -7.5% | 3.2% | 5.7% | 15.0% | -1.1% | 7.9% | 0.3% | -13.5% | -0.6 |
| O=C(CCNC(=O)c1ccccc1Cl)N/N=C\c1ccc(O)cc1 | -5.1% | 0.2% | 6.7% | 73.7% | -2.2% | -3.7% | -0.1% | -9.0% | 0.1 |
| CCCNC(=O)C(Cc1ccccc1)NS(=O)(=O)c1cccc2nsnc12 (configuration not stated) | -11.9% | 0.0% | 4.2% | 82.0% | -10.4% | -12.2% | -0.9% | -2.8% | -0.2 |
| COc1ccccc1CCn1c(=O)c(-c2cc(F)cc(F)c2)nc2cncnc21 | ? | 0.0% | -0.2% | . | . | . | -4.6% | . | . |
| CCN1CCN(Cc2ccc3c(c2)Cc2ccccc2-3)CC1 | . | . | 5.8% | 6.6% | -12.4% | . | -2.9% | . | -0.2 |
| O=C(CCNS(=O)(=O)c1ccc(Br)cc1)NCc1cccs1 | 6.3% | 0.4% | -0.9% | 21.5% | 1.5% | -5.0% | -7.6% | 4.3% | -0.3 |

Next section, overlapping the part above by two compounds.
| canonical_smiles | POLK inh | ALOX12 inh | APE1 inh | Pol beta inh | Anesthetic bind | POLI inh | BLM inh | ERG Ets-DNA blk | TRHR ag |
| --- | --- | --- | --- | --- | --- | --- | --- | --- | --- |
| CCN1CCN(Cc2ccc3c(c2)Cc2ccccc2-3)CC1 | . | . | 5.8% | 6.6% | -12.4% | . | -2.9% | . | -0.2 |
| O=C(CCNS(=O)(=O)c1ccc(Br)cc1)NCc1cccs1 | 6.3% | 0.4% | -0.9% | 21.5% | 1.5% | -5.0% | -7.6% | 4.3% | -0.3 |
| Cc1nc(NC(=O)c2ccccc2)sc1-c1csc(NCc2ccccc2)n1 | -6.7% | ? | -3.6% | 27.4% | 48.0%[activator] | 5.1% | -6.8% | 3.3% | 0.0 |
| Cc1ccc(C(=O)OCC(=O)Nc2ccc3[nH]c(=O)[nH]c3c2)cc1S(=O)(=O)N1CCOCC1 | -13.4% | ? | 28.9% | . | . | 48.9%[activator] | . | 1.0% | 0.6 |
| Cc1ccc(S(=O)(=O)Cc2cc(-c3ccc(Cl)cc3)no2)cc1 | -27.9% | -3.5% | 4.1% | -8.7% | 5.0% | ? | -11.6% | 4.8% | 0.0 |
| COC(=O)Cn1c(=NC(=O)c2nc3ccccc3s2)sc2cc(S(N)(=O)=O)ccc21 | -14.0% | -12.2% | -1.7% | -24.0% | 7.2% | 13.7% | -16.7% | -3.3% | 0.8 |
| CC(=O)c1cc(F)c(N2CCN(C(=O)C(C)(C)C)CC2)cc1C | 1.2% | 3.1% | 6.7% | 6.4% | -9.5% | -1.9% | -7.2% | -8.6% | 0.3 |
| O=C(NC1CCCCCCC1)c1cc([N+](=O)[O-])ccc1Cl | 3.3% | 5.9% | -0.8% | 23.4% | ? | -7.1% | -2.9% | -16.2% | -0.1 |
| CCOC(=O)CSc1ccc(C(=O)NCCCN2CCOCC2)cc1[N+](=O)[O-] | -14.1% | -1.4% | -3.3% | 35.9% | -7.0% | ? | -5.3% | -0.4% | 0.4 |
| O=C1CC(N2CCN(c3ccccc3Cl)CC2)C(=O)N1c1cccc(F)c1 (configuration not stated) | -3.7% | 0.0% | 15.1% | -8.2% | -6.9% | -11.5% | -1.9% | 0.5% | 0.4 |
| CCN(CC)CCN(C(=O)c1cccc(N2C(=O)CCC2=O)c1)c1nc2cc3c(cc2s1)OCO3 | -1.0% | -29.7% | 0.9% | -18.3% | -10.5% | 12.2% | 39.9%[activator] | -4.6% | 0.4 |
| C=CCn1cccc(C(=O)Nc2ccc(OCC)cc2)c1=O | -9.1% | -5.2% | -2.4% | -1.1% | -8.4% | 63.3%[activator] | -2.7% | -5.5% | 0.4 |
| Cc1ccc([N+](=O)[O-])cc1NC(=O)Nc1onc(C)c1C | -5.8% | 80.4%[activator] | -0.5% | ? | -8.7% | -16.5% | -2.6% | -3.2% | -0.8 |
| NC(N)=Nc1nc2ccccc2o1 | -3.7% | 2.3% | -8.1% | -20.9% | -4.4% | -10.6% | 2.3% | -6.1% | 0.7 |
| COc1cc(CN(C)C)cc(C=O)c1O | -3.8% | . | ? | 10.4% | -2.1% | -3.9% | -4.5% | 16.2% | 1.3 |
| O=C(/C=C/c1ccccc1)NC(=S)Nc1cccnc1 | -3.3% | 18.5% | -1.6% | 13.4% | -2.6% | 2.4% | -2.3% | . | -0.6 |
| C#CCOCCOCCOCCNc1nc(N2CCN(C(=O)CCCCCCCCCCNC(=O)[C@@H](CCSC)n3cc(CCO)nn3)CC2)nc(N2CCN(C(=O)CCCCCCCCCCNC(=O)[C@H]([C@@H](C)CC)n3cc(CCCCN=C(N)N)nn3)CC2)n1 | -21.8% | . | ? | . | . | ? | . | -8.8% | -0.1 |
| COC(=O)c1c(NC(=O)COc2ccc(Cl)cc2)sc(C)c1C | -2.1% | -7.5% | . | 2.1% | -5.7% | 27.1% | -7.7% | 1.1% | 0.4 |
| O=C(O)c1ccc(N/N=C/c2ccc3ncccc3c2)cc1 | -10.3% | -12.3% | -3.6% | -25.7% | 21.9% | -5.8% | -4.7% | 3.3% | -1.0 |
| Cc1cccc(NC2(C(=O)O)CCCC2)c1 | 0.6% | ? | . | . | . | 22.2% | . | ? | . |
| O=C(C1=C(O)C(=O)N(CCCn2ccnc2)C1c1cccc(Br)c1)c1ccco1 (configuration not stated) | -9.4% | -15.7% | 19.8% | 22.3% | -6.1% | -6.3% | -12.2% | 3.5% | 1.6 |
| O=C(/C=C/c1ccccc1)NC(=S)NNC(=O)c1ccco1 | 1.6% | 220.2%[activator] | -3.0% | -13.5% | -16.8% | -3.1% | 5.4% | -1.0% | -0.2 |
| COc1ccc(C(=O)Nc2cc(C(C)C)c(O)c(S(=O)(=O)c3ccc(OC)cc3)c2C)cc1 | -11.1% | -17.4% | . | 4.0% | 14.9% | 12.0% | -12.9% | 4.1% | 1.2 |

The list is partial, so the mix of outcomes need not match the whole.
